Compound activity as filed in PubChem.
TbPYK inhibitor = T. brucei pyruvate kinase inhibition; Q57TT1; TbPYK enzyme, Kinase-Glo Plus ATP luminescence, 45 min; Potency, µM (highest dose often 76.8 µM), inactives show at the top dose activity, negative = inhibition, actives largely listed as inhibitors; 0.12% of 410,000 active; AID 624173; note: potency is the fitted concentration of half-maximal effect; nearly all actives have a fitted effect of over 50% in size
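Assay buffer: 50 mM TEA pH 7.2, 100 mM KCl, 10 mM MgCl2, 0.05% BSA, 0.01% Tween-20. Pyruvate kinase from T. brucei plus substrate met compound, then ADP (130 uM final). Luminescence was read post 45 min RT.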
AMA1-RON2 inh = disrupts binding of P. falciparum AMA1 to RON2. AID 720542. 0.2% of 360,000 active. Potency, µM (series often up to 58.2 µM), inactives show top-dose activity change, negative = inhibition, most hits filed as inhibitors. AlphaScreen AMA1-biotinylated RON2 peptide binding;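 note: potency is the fitted concentration of half-maximal effect; 0% = vehicle wells and -100% = peptide control; nearly all actives have a fitted effect of over 45% in size; some results filed as inactive show a strong effect at the top dose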
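AMA1 (3D7) with his tag at 25 nM final met compounds first, then biotinylated RON2 peptide at 25 nM; detection used donor plus acceptor beads, 10 µg/mL apiece, read by AlphaScreen after 30 min at room temperature.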
Sm TGR block = inhibitors of Schistosoma mansoni thioredoxin glutathione reductase | Potency, µM (titrated, usually from 114 µM), without a hit: top-dose activity change, negative = inhibition, actives largely listed as inhibitors | Q962Y6 | purified TGR, DTNB reduction, TNB absorbance 405 nm | 3% of 360,000 active | AID 485364; note: potency is the fitted concentration of half-maximal effect; nearly all actives have a fitted effect of over 60% in size
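TGR 20 nM + NADPH 100 uM (dispensed conc.), cpd preinc 15 min RT; start with NADPH (500 uM addition) then DTNB (15 mM addition). Kinetic TNB absorbance, 405 nm filter. Four-parameter Hill fit across titration.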
LmPK inh = blocks Leishmania mexicana pyruvate kinase activity. Q27686. purified LmPK, Kinase-Glo ATP luminescence, 1 h. Potency, µM (top dose mostly 57.5 µM), for the others: at the highest dose activity change, negative = inhibition, usual class: inhibitors. 0.37% of 290,000 active. AID 1721; note: potency is the fitted concentration of half-maximal effect
Target sequence (Q27686 whole entry, looked up): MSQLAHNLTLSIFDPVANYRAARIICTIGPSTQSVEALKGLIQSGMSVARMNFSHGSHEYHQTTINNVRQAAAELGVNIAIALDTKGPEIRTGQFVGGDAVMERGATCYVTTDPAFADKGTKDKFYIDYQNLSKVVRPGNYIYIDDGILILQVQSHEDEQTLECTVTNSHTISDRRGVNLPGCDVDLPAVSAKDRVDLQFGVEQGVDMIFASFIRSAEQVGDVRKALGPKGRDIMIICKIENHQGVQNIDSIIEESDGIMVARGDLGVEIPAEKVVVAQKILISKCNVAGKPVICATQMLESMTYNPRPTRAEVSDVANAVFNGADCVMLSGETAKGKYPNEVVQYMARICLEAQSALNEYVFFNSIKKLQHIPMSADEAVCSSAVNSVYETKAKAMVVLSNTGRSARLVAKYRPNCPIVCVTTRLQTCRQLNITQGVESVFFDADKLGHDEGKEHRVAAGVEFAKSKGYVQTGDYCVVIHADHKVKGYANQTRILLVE
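Purified LmPK (0.1 nM) converted ADP (0.1 mM) to ATP with PEP (0.5 mM) in imidazole buffer pH 7.2 with KCl and MgCl2, 1 h at room temperature. ATP was read by Kinase-Glo luminescence; data normalized to uninhibited and no-enzyme controls.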
AmpC detergent = AmpC beta-lactamase inhibition with detergent present. P00811. AmpC hydrolysis of nitrocefin, absorbance 480 nm, 0.01% Triton. Potency, µM (series often up to 114 µM), for the others: at the highest dose activity change, negative = inhibition, most hits filed as inhibitors. 0.041% of 370,000 active. AID 485294;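 note: potency is the fitted concentration of half-maximal effect; 0% = no-compound wells and -100% = no-enzyme wells; nearly all actives have a fitted effect of over 25% in size; some results filed as inactive show a strong effect at the top dose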
Target sequence (P00811 whole entry, looked up): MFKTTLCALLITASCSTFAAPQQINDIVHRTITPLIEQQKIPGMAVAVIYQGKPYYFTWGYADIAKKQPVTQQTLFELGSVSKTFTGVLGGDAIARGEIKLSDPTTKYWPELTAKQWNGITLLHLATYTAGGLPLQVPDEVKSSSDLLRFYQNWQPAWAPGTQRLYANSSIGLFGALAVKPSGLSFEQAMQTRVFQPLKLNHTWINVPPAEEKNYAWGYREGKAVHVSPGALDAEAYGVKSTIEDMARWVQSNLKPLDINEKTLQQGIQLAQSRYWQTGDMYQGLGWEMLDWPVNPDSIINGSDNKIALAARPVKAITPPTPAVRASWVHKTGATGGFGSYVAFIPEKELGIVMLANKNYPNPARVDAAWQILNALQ
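20 mM phosphate pH 7.0 + 0.01% (detergent screen) or 0.0001% Triton X-100; 5.3 nM AmpC reagent; cpd preinc 15 min RT; nitrocefin (800 uM stock) to start; A480 q20 s × 4 min; Activity was normalised to no-enzyme and no-compound control wells.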
HCMV inh = inhibitors of human cytomegalovirus | AID 1259415 | activity change, negative = inhibition, % at 57.5 µM | 4.5% of 410,000 active | HFF cells, HCMV-luciferase reporter, 72 h; stronger effect = lower value; in the data active = activity change below about -60%; inconclusive = no clear call, values can overlap the other calls; inactive = above about -39%
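Luciferase read-out from HCMV-luciferase-infected HFFs (MOI 1 PFU/cell) 72 h post infection at 37C; compounds added after 16 h cell attachment; activity normalized between buffer-only basal and Salinomycin (10uM) inhibitor controls.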
AmpC no deterg = inhibitors of E. coli AmpC beta-lactamase without detergent; P00811; AmpC nitrocefin hydrolysis, absorbance 480 nm, 0.0001% Triton; Potency, µM (doses to about 57.1 µM), inactives show at the top dose activity change, negative = inhibition, actives largely listed as inhibitors; 0.52% of 330,000 active;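 note: potency is the fitted concentration of half-maximal effect; plate controls were no compound for no effect and no enzyme for full effect; nearly all actives have a fitted effect of over 20% in size; some results filed as inactive show a strong effect at the top dose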
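20 mM phosphate pH 7.0 + 0.01% (detergent screen) or 0.0001% Triton X-100; 5.3 nM AmpC reagent; cpd preinc 15 min RT; nitrocefin (800 uM stock) to start; A480 q20 s × 4 min; Activity was normalised to no-enzyme and no-compound control wells.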
* = called active by the depositor; ? = inconclusive; / = not tested or not shown; [ ] = dose if it differs, or a comment. Unless noted, calls come from the whole dose curve; as a rule, active = well fitted curve in the direction sought with a large enough effect; inconclusive = small, poorly fitted or top-dose-only effect, or another doubt; inactive = no such curve, though single readings can be large; an effect the other way counts as inactive or inconclusive. Unless noted, % is set by controls: 0 for no effect and ±100 for the full control effect.

SMILES	TbPYK inhibitor	AMA1-RON2 inh	Sm TGR block	LmPK inh	AmpC detergent	HCMV inh	AmpC no deterg
COC(=O)c1ccccc1NC(=O)C1CCN(C(=O)Cc2ccccc2)CC1	-8%	-14%	-1%	-8%	5%	-12	-19%
Cc1nc(CCNC(=O)C2CCC(=O)N(Cc3ccc(Cl)cc3)C2)sc1C (stereo not given)	1%	0%	-1%	-7%	-16%	-16	236%[activator]
CCOC(=O)c1cc(S(=O)(=O)NCc2ccc(C)cc2)[nH]n1	-4%	/	4%	/	18%	18	/
OC(C[n+]1ccccc1)c1ccccc1 (stereo not given)	3%	0%	5%	-7%	?	30	-11%
O=C(Cc1ccc(F)cc1)Nc1nnc(-c2ccc(F)cc2)o1	12%	77%[activator]	6%	0%	1%	-17	-11%
CC1CCN(CC(C)OC(=O)c2ccc3c(c2)OCCO3)CC1 (stereo not given)	2%	10%	-5%	1%	?	-3	-15%
O=C(NCCN1CCOCC1)c1cccc(S(=O)(=O)N2CCCCCC2)c1	-8%	-2%	0%	-2%	1%	39	0%
Clc1ccc(Cn2ncc3c(N4CCCC4)ncnc32)cc1	-1%	4%	-5%	-6%	0%	9	119%[activator]
O=C(NCCc1ccc(Cl)cc1)c1ccc(CS(=O)(=O)c2ccc(Cl)cc2)o1	4%	/	-2%	/	9%	-20	/
CCOC(=O)c1sc(NC(=O)Nc2ccc(F)cc2)nc1C	-1%	10%	9%	1%	0%	131	-28%
CCNc1c(NC(=O)C2CCC(C)CC2)c(=O)oc2ccccc12 (stereo not given)	-1%	2%	-7%	-2%	-1%	?	-6%
O=C(CN1CCCC1c1ccc2c(c1)OCCO2)NC(=O)Nc1ccccc1F (stereo not given)	4%	-17%	1%	/	?	-18	-6%
Cc1cc(/C=C2\SC(=S)NC2=O)c(C)n1C1CC1	-12%	2%	-29%	-15%	0%	8	?
CC1CCN(C(=O)Cn2c(=O)n(Cc3ccc4c(c3)OCO4)c(=O)c3ccccc32)CC1	-3%	-7%	4%	-4%	?	-5	8%
C=CCOc1ccnc(-c2ccccc2)n1	-8%	37%[activator]	-3%	5%	-14%	-7	-15%
O=C(NCCN1CCCCC1)/C(=C/c1ccco1)NC(=O)c1ccccc1	5%	-5%	-11%	0%	0%	-7	4%
C=CCC1[C@H](C)[C@H]2[C@@H]3CC[C@@H](C3)[C@H]2CN1S(=O)(=O)c1ccc(C)cc1 (stereo not given in full)	-1%	11%	/	/	/	-10	-14%
O=CN1N=C(c2ccccc2)CC1c1ccccc1[N+](=O)[O-] (stereo not given)	-13%	3%	7%	0%	-11%	-29	-14%
COc1cccc(S(=O)(=O)Nc2ccc(C(=O)N3CCCCCC3)cc2)c1	-20%	3%	6%	5%	9%	?	-5%
O=S(=O)(NCCc1ccc2c(c1)OCCO2)c1cccs1	-5%	5%	2%	4%	-11%	40	-38%
CCCCN(C)CCNC(=O)c1cc2c(=O)[nH]c3ccccc3c2n1C	-9%	-10%	-26%	6%	6%	4	0%
O=C(C1CC=CCC1)N1CCC(CO)(Cc2ccc(Cl)cc2)CC1 (stereo not given)	1%	-3%	-20%	-4%	-4%	-13	121%[activator]
CCC(Sc1nc2ccc(C)cc2[nH]1)C(=O)O (stereo not given)	0%	4%	-2%	14%	1%	41	-5%
O=C(NCc1ccc2c(c1)OCO2)C(=O)NCC1OCCN1S(=O)(=O)c1ccc(Br)cc1 (stereo not given)	-12%	-1%	7%	0%	5%	-6	-34%
CC(C)c1cc(C(=O)NC2CCCc3c2cnn3-c2ccccc2F)no1 (stereo not given)	1%	-10%	-5%	-3%	-10%	-88*	27%
N#CC1CC(c2ccc([N+](=O)[O-])cc2)=NN1c1ccc([N+](=O)[O-])cc1 (stereo not given)	-5%	-13%	-5%	2%	3%	49	-33%
CC1CCCCC1NC(=S)NC(=O)c1cccs1 (stereo not given)	-8%	36%[activator]	22µM*	1%	-14%	-32	-26%
CCCCn1c(N)c(N(CCOC)C(=O)c2oc3ccc(OC)cc3c2C)c(=O)[nH]c1=O	9%	-10%	2%	-9%	2%	19	7%
O=C(CSc1nnc(CNC(=O)c2ccco2)o1)Nc1ccc(Cl)cc1	-11%	22%	-1%	-8%	-7%	0	-10%
O=C(NCC1CCCO1)c1cc2c(=O)[nH]c3ccccc3c2s1 (stereo not given)	-2%	0%	-5%	1%	0%	-32	-14%

Record cards, from the list above. Order of screens: TbPYK inhibitor | AMA1-RON2 inh | Sm TGR block | LmPK inh | AmpC detergent | HCMV inh | AmpC no deterg
CCCCn1c(N)c(N(CCOC)C(=O)c2oc3ccc(OC)cc3c2C)c(=O)[nH]c1=O reads 9% | -10% | 2% | -9% | 2% | 19 | 7%
O=C(CSc1nnc(CNC(=O)c2ccco2)o1)Nc1ccc(Cl)cc1 reads -11% | 22% | -1% | -8% | -7% | 0 | -10%
O=C(NCc1ccc2c(c1)OCO2)C(=O)NCC1OCCN1S(=O)(=O)c1ccc(Br)cc1 (stereo not given) reads -12% | -1% | 7% | 0% | 5% | -6 | -34%
CCCCN(C)CCNC(=O)c1cc2c(=O)[nH]c3ccccc3c2n1C reads -9% | -10% | -26% | 6% | 6% | 4 | 0%
O=C(NCC1CCCO1)c1cc2c(=O)[nH]c3ccccc3c2s1 (stereo not given) reads -2% | 0% | -5% | 1% | 0% | -32 | -14%

(next part)
SMILES	TbPYK inhibitor	AMA1-RON2 inh	Sm TGR block	LmPK inh	AmpC detergent	HCMV inh	AmpC no deterg
O=S(=O)(Cc1ccc(Cl)cc1)NCc1cccnc1	-4%	4%	2%	5%	-9%	5	-19%
COc1ccccc1C(=O)O[C@H]1[C@H](Cc2ccccc2)NS(=O)(=O)[C@H]2C[C@@H]3C=C[C@]12O3	0%	10%	-22%	/	5%	0	2%
O=C(c1ccc(S(=O)(=O)N2CCC(c3nc4ccccc4s3)CC2)cc1)N1CCCCC1	-1%	4%	/	/	/	-18	/
O=C1CC(C2CCCO2)C(=O)N1c1ccc(Cl)c(Cl)c1 (stereo not given)	-2%	-5%	0%	-1%	?	-35	1%
Cc1cc(C(=O)N2CCN(c3ccccc3Cl)CC2)c(C)o1	1%	7%	/	/	/	40	18%
CCOc1ccccc1NC(=S)NCC1CCCO1 (stereo not given)	-5%	15%	54%[activator]	0%	?	-3	-44%
COC(=O)c1cc2c(ccn2-c2ccc(F)cc2)n1Cc1ccc(C#N)cc1	4%	?	-9%	-1%	-4%	14	-21%
COc1cc(C2NC(=O)NC(C)=C2[N+](=O)[O-])cc(OC)c1OC (stereo not given)	4%	-11%	-21%	-1%	-2%	-22	-5%
CCOC(=O)c1ccc(NC(=O)CC2C(=O)N(c3ccccc3)C(=O)N2Cc2cccs2)cc1 (stereo not given)	2%	/	5%	/	8%	17	/
Cc1cc(C)c2nc(NNC(=O)c3cc(-c4cccs4)nc4ccccc34)sc2c1	-9%	67%[activator]	-1%	-1%	-6%	-21	-46%
CCOc1ccc(NS(=O)(=O)c2ccc(-c3ccc(=O)[nH]n3)o2)cc1	-13%	0%	1%	-5%	-10%	-34	-28%
CN(Cc1cnn(C)c1)Cc1nc(-c2ccc(Cl)cc2)no1	1%	-10%	-16%	7%	0%	23	42%
Cc1ccccc1C(=O)NC(=S)Nc1cccc(NC(=O)C(C)C)c1	-1%	-1%	-6%	2%	-9%	-22	-17%
CC(C)(C)NC(=O)COc1ccc(S(=O)(=O)N2CCCC2)cc1	7%	4%	0%	5%	-12%	-7	-5%
COc1ccc(S(=O)(=O)N2CN3CCN(C3)C2)cc1	-5%	107%[activator]	0%	-1%	-11%	2	-17%
Cc1ccc(C(C)C)cc1OCC(=O)Nc1ccccc1N1CCCC1	2%	-10%	18%	-4%	11%	?	-23%
CCOC(=O)[C@H]1[C@H]2COc3cc(OC)ccc3[C@@H]2N2C(=O)c3cc(OC)ccc3NC(=O)[C@@]12C	4%	-1%	5%	/	-8%	-12	-13%
Cc1nc(NC(C)c2ccccc2)c2c3c(sc2n1)CCC3 (stereo not given)	1%	-8%	2%	1%	?	/	-9%
COc1cc(C(CCN2CCN(c3ccccc3)CC2)c2c(OC)cc(OC)c3c(C)cc(=O)oc23)cc(OC)c1OC (stereo not given)	1%	?	2%	7%	-5%	-40	151%[activator]
Cc1ccc(OCCCn2c(CO)nc3ccccc32)cc1	-6%	-5%	1%	-1%	?	-13	13%
CCOc1ccc(S(=O)(=O)N2CCN(C(=O)c3ccco3)CC2)cc1	0%	8%	8%	0%	1%	-13	22%
Oc1ccc(C[C@@H](CN2CCC[C@@H]2CN2C(=S)NC[C@@H]2Cc2ccccc2)N2C[C@H](Cc3ccccc3)N(CCc3ccccc3)C2=S)cc1	3%	3%	/	/	/	-23	/
O=C(/C=C/c1ccc(Cl)c(Cl)c1)N1CCOCC1	1%	1%	0%	-6%	-12%	28	4%
CC(=O)Nc1cc(NC(C)=O)cc(C(=O)OCC(=O)Nc2ccc(S(=O)(=O)NC3=NCCCCC3)cc2)c1	5%	26%	-6%	-1%	-5%	8	-30%
COc1cccc(-c2cc3nc(NCc4cccnc4)n(C)c(=O)c3s2)c1	-8%	-5%	/	/	/	20	/
Fc1cc(Br)ccc1NC(=S)NCCc1ccccc1	-2%	33%[activator]	1%	2%	-1%	4	-14%
O=P(O)(O)c1ccccc1OCCOCCOCCOCCOc1ccccc1P(=O)(O)O	-4%	2%	-21%	5%	?	-29	-20%
COC(=O)c1c(-c2ccc(Cl)cc2)noc1N1CCN(c2ccc(C)cc2C)CC1	3%	/	7%	/	-4%	5	/
O=C(O)c1c2c(nc3ccc(S(=O)(=O)N4CCC(C(=O)NC5CCCCCC5)CC4)cc13)CCCC2	-8%	-8%	-18%	11%	-1%	13	-14%
COc1ccc(/C=N/NC(=O)c2c(-c3ccccc3)noc2C)cc1[N+](=O)[O-]	-9%	1%	-2%	-3%	-6%	-5	0%
COc1ccc(CCNC(=O)c2sc3nc4n(c(=O)c3c2C)CCCC4)cc1OC	-4%	/	35µM*	/	11%	-26	/
FC(F)(F)c1cc(Nc2ccccc2)nc(-c2ccccn2)n1	1%	51%[activator]	0%	-5%	4%	/	-8%
COc1cccc(NS(=O)(=O)c2cn(C)c(=O)n(C)c2=O)c1	5%	0%	-1%	1%	?	-2	0%
CCC(=Nc1ccc2c(c1)CCC2)c1c(O)n(-c2ccc(OC)cc2)c(=O)[nH]c1=O	1%	-5%	?	8%	3%	-35	0%
